HP1b chromo inh: blocks HP1-beta chromodomain binding to methylated histone tails. AID 540317. 390,000 compounds, 0.56% hits. Potency, µM (doses to about 114 µM), inactives show at the top dose activity change, negative = inhibition, most hits filed as inhibitors. AlphaScreen HP1-beta / biotin-H3K9me3 peptide binding; further: potency means the concentration at half of the fitted maximal effect; nearly all actives have a fitted effect of over 70% in size; inactives centre near 23
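Compound inhibition of the preformed complex between 50 nM HP1-beta and 50 nM biotinylated H3K9me3 peptide was read by AlphaScreen. Buffer was PBS pH 7.4 with 0.01% Tween-20. Incubations ran 30 min at room temperature, with 10 ug/mL donor/acceptor beads.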
PI4K2A inh: inhibitors of human PI4K2A; Q9BTU6; purified PI4K2A, ADP-Glo luminescence, 1 h; active compounds read low; activity change, negative = inhibition, % at 76.9 µM; 420,000 compounds, 0.13% hits; AID 1346378; in the data active means activity change below about -50%; inconclusive means mostly about -30% to -49%;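 further: -100% = wells without enzyme as full effect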
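Compounds are screened against recombinant PI4K2A using PI as substrate and ATP, the latter dispensed at 300 microM. Reactions run one hour at ambient temperature before ADP-Glo detection; full inhibition defined by wells lacking enzyme.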
RGS4 inh: human RGS4 inhibition. Potency, µM (series often up to 114 µM), for the others: top-dose activity change, negative = inhibition, actives largely listed as inhibitors. Transcreener GDP fluorescence polarization, RGS4-accelerated GTP hydrolysis. 390,000 compounds, 0.039% hits. AID 504845. P49798; further: potency means the concentration at half of the fitted maximal effect; on the % scale 0 is the no-effect control and ±100 the full control effect; nearly all actives have a fitted effect of over 75% in size; some results filed as inactive show a strong effect at the top dose
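MLSMR compounds (23 nl, pin-transferred) preincubated 10 min at room temperature with a 500nM (2x) first reagent, then RGS4 at 900nM (2x) plus Transcreener GDP mix added; fluorescence polarization (620/688 nm) read before and after 90 min at 30 °C.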
ERG Ets-DNA blk: blocks human ERG Ets domain binding to DNA | P11308 | fluorescence polarization, His-ERG Ets domain / labelled DNA | Potency, µM (top dose mostly 76.9 µM), for inactives: at the top dose FP activity, negative = inhibition, most hits filed as inhibitors | 370,000 compounds, 0.028% hits; active means well fitted inhibition curve with a large enough effect in the polarisation, with a control signal flat; inconclusive means small, poorly fitted or top-dose-only effect, or effect the other way, or a change in a side signal; inactive means no such curve, though single readings can be large or run the other way; the % refers to the polarisation;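 further: polarization taken with two DNA probes labelled with fluorescein and Texas red; potency means the concentration at half of the fitted maximal effect; % of control where 0% means no effect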
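His-tagged ERG Ets domain (1 uM in the protein solution; 300mM KCl, 50mM Tris-HCl, 1mM EDTA, 1mM DTT, pH 7.5) received compound, then a probe mix of 5 nM fluorescein-DNA and 100nM Texas-615-DNA. Fluorescence polarization was read for both dyes.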
BAZ2B block: inhibitors of human BAZ2B bromodomain | Q9UIF8 | Potency, µM (top dose mostly 114 µM), inactives show top-dose activity change, negative = inhibition, actives largely listed as inhibitors | AlphaScreen BAZ2B-H3K14Ac peptide displacement | 360,000 compounds, 4.4% hits; further: potency means the concentration at half of the fitted maximal effect; on the % scale 0 is the no-effect control and ±100 the full control effect; nearly all actives have a fitted effect of over 60% in size
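Compounds, titrated to a top concentration of 110 uM, were incubated 30 min at room temperature with preformed BAZ2B/acetyl-K14 H3 peptide complex (50 nM each). Proximity signal was measured by AlphaScreen after 20 min with beads.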
ALOX12 inh: blocks human arachidonate 12S-lipoxygenase. 580,000 compounds, 1.1% hits. purified 12hLO, xylenol orange hydroperoxide absorbance. Potency, µM (doses to about 108 µM), inactives show at the top dose activity change, negative = inhibition, usual class: inhibitors. P18054. AID 1671190; further: potency means the concentration at half of the fitted maximal effect; on the % scale 0 is the no-effect control and ±100 the full control effect
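Purified human 12hLO (150 nM final) in 25 mM Hepes, 0.01% Triton X-100, pH 7.0 was preincubated 15 min at room temperature with compound. Then 40 uM arachidonic acid was added, 30 min. Hydroperoxide was read by Fe-XO absorbance ratio 573/405 nm.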
G9a block: G9a (human) methyltransferase inhibition; G9a H3K9 monomethylation, AlphaScreen, 2 h; Potency, µM (doses to about 102 µM), for inactives: top-dose activity, negative = inhibition, actives largely listed as inhibitors; 350,000 compounds, 8.8% hits; further: potency means the concentration at half of the fitted maximal effect; on the % scale 0 is the no-effect control and ±100 the full control effect; nearly all actives have a fitted effect of over 75% in size
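G9a (20 nM) preincubated 15 min RT with compounds, then 500 nM biotinylated H3K9 peptide and 20 uM SAM added; 2 h RT reaction. Monomethyl-H3K9 product detected by AlphaScreen with anti-H3K9me1 antibody, streptavidin donor and anti-rabbit IgG acceptor beads.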
JMJD2A Tudor: blocks the human JMJD2A Tudor domain; Potency, µM (top dose mostly 114 µM), for inactives: top-dose activity change, negative = inhibition, hits mostly inhibitors; AlphaScreen JMJD2A-Tudor / H3K4me3 peptide binding; AID 504339; 390,000 compounds, 4.4% hits; O75164; further: potency means the concentration at half of the fitted maximal effect; on the % scale 0 is the no-effect control and ±100 the full control effect; nearly all actives have a fitted effect of over 50% in size
GLS inh: blocks human kidney-isoform glutaminase activity | O94925 | GLS enzymatic activity, qHTS titration | Potency, µM (titrated, usually from 45.5 µM), inactives show at the top dose activity change, negative = inhibition, most hits filed as inhibitors | 410,000 compounds, 0.21% hits | AID 624170; further: potency means the concentration at half of the fitted maximal effect; on the % scale 0 is the no-effect control and ±100 the full control effect
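Read-out is an Amplex red fluorescence increase coupled through glutamate oxidase and HRP, measured before and after 30 min room-temperature incubation. hKGA is in 45 mM KH2PO4 (pH 8.2) with 0.02% Tween-20; glutamine added as 1mM solution.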
* hit, by the source's call; ? = inconclusive; · = no result given; & = joins results of further samples; [ ] = another dose, or the depositor's remark. Unless noted, the call rests on the fitted dose curve; in most records, active means well fitted curve in the direction sought with a large enough effect; inconclusive means small, poorly fitted or top-dose-only effect, or another doubt; inactive means no such curve, though single readings can be large; an effect the other way counts as inactive or inconclusive. Not all compounds are listed; rates above refer to the full screens.

SMILES	HP1b chromo inh	PI4K2A inh	RGS4 inh	ERG Ets-DNA blk	BAZ2B block	ALOX12 inh	G9a block	JMJD2A Tudor	GLS inh
CC(C)c1cc(C(F)(F)F)n2nc(C(=O)Nc3ccc4c(c3)OCO4)cc2n1	33%	0	-40%	-1%	·	0%	0%[59 µM]	-8%	9%
CC1CCCN(C(=S)SCC(=O)O)C1 (stereo not drawn)	30%	-6	2%	-2%	2%	0%	20%[59 µM]	10%	3%
Cc1cc(/C=C2/C(=N)N3C(=NC2=O)SN=C3S(C)(=O)=O)c(C)n1-c1ccc(F)cc1	16%	-1	-38%	5%	·	?	40µM*	-24%	12%
CCNC(=S)NNC(=O)CSc1nc2ccccc2n1C	27%	1	-23%	5%	-11%	120%[activator]	·	89µM*	-7%
Cc1ccc(C(=O)OCC(=O)N(C)c2ccccc2)cc1C	36%	5	-14%	7%	2%	-13%	-6%	8%	-8%
Cn1c(=O)n(-c2ccccc2)c(=O)c2c3c(sc21)COC(C)(C)C3	25%	2	-44%	-3%	-5%	0%	-1%	-10%	-9%
CCCc1nnc(NC(=O)CCC(=O)N2CCN(C3c4ccccc4-c4ccccc43)CC2)s1	25%	7	6%	-5%	7%	-18%	-2%[59 µM]	-7%	-6%
CCOc1ccccc1NC(=O)c1c(NCc2cccs2)sc2c1CCCCC2	0%	1	-27%	-4%	-3%	?	?	-23%	-1%
CC(C)CNC(=O)c1cccc(Cn2cc(Cl)cn2)c1	23%	-7	-22%	7%	-2%	-20%	-6%[59 µM]	-6%	0%
COc1cc(C(=O)NCc2ccco2)c(Br)c(OC)c1OC	14%	0	1%	·	1%	0%	5%[59 µM]	-12%	12%
Cc1cc(=O)[nH]c(SCC(=O)Nc2ccc(Br)cc2)n1	20%	1	-3%	1%	-12%	?	10%[12.7 µM]	-6%	-2%
COc1ccccc1OCCSc1nc(-c2ccc(C(C)(C)C)cc2)nc2cc(=O)[nH]n12	0%	-1	-9%	-3%	?	0%	-1%[59 µM]	-18%	?
CCCCCCCC/C=C\CCCCCCCC(=O)NCCO	29%	4&4	-26%[56.9 µM]	-1%	0%	-15%&15%&0%	4%[59 µM]	-20%	-3%
S=C(NCCCCN(Cc1ccc(Cl)cc1)c1ccc(Br)cn1)NCCCc1cnc[nH]1	25µM*	3	-4%	·	·	35µM*	·	45µM*	3%
CCCCCCC(=O)N(O)C1CC(=O)N(Cc2ccccc2)C1=O (stereo not drawn)	16%	4	-32%	0%	2%	?	2.5µM*	?	23%
COc1ccc(N/C(=C2\CCCC2=O)C2CCCCC2)cc1	-11%	0	-22%	7%	·	-25%	·	56µM*	0%
CCN(CC(=O)Nc1ccc(C(=O)OC)cc1)C1CCCCC1	5%	2	15%	14%	8%	-17%	11%	-10%	1%
CCOc1ccc(CN(C)C(=O)c2ccc(S(=O)(=O)N(C)c3ccccc3OC)cc2)cc1	36%	2	-2%	-7%	6%	11%	0%[12.7 µM]	-16%	0%
CCOc1ccc(NC2=CC(=O)C(=O)c3ccccc32)cc1	-8%	?	-39%	-6%	·	-19%	·	-28%	6%
CCCc1[nH]nc2c1C(c1ccoc1)C(C#N)=C(N)O2 (stereo not drawn)	22%	2	-9%	-1%	-33%	-16%	?	-9%	3%
Cc1csc(NC(=O)Nc2ccc(Cl)cc2)n1	4%	-6	17%[56.9 µM]	-8%	5%	-27%	-9%[59 µM]	-24%[57.1 µM]	-2%
COc1ccccc1Oc1ccc2c(c1)C(=O)N(c1ccccc1)C2=O	18%	-1	-18%	5%	16%	0%	22%[59 µM]	-3%	?
O=S(=O)(CCNC1CC1)NC1CCCCC1	31%	0	2%	1%	·	12%	·	-3%	11%
O=C(CCc1nc2ccccc2c(=O)[nH]1)NCc1ccco1	13%	-3	15%	5%	·	4%	8%	-16%	-6%
CCN1C(=O)c2cccc3c(S(=O)(=O)NC(Cc4c[nH]c5ccccc45)C(=O)O)ccc1c23 (stereo not drawn)	34%	-2	-6%	3%	-5%	-2%	-14%[59 µM]	-12%	23%
O=S(=O)(NCc1ccccc1)c1ccc2[nH]c3c(c2c1)CCCCC3	1%	0	-41%	2%	-20%[57.1 µM]	-13%	14µM*	?	-11%
Cc1ccc(C)c(OCC(O)CNC2CCCC2)c1 (stereo not drawn)	21%	0	1%	0%	-27%	-2%	6%	-5%	3%
OCCC1CN(Cc2cc(F)ccc2-n2cccn2)CCN1C1CCCC1 (stereo not drawn)	73%[activator]	1	-14%[56.9 µM]	13%	-6%	0%	-4%	-6%	-2%
O=C(Nc1ccc(N2CCOCC2)cc1)c1ccccc1SCC(=O)N1CCCC1	12%	1	-33%	0%	-7%	0%	7.1µM*	-19%	7%
CCCNC(=O)COC(=O)/C=C/c1ccc2c(c1)OCO2	19%	4	-21%	·	-2%	-17%	23%[59 µM]	5%	7%
O=C(NC(C(=O)N/N=C/c1cc([N+](=O)[O-])ccc1O)c1n[nH]c(=O)c2ccccc12)c1ccccc1 (stereo not drawn)	4%	-2	-5%	-17%	32µM*	-17%	?	45µM*	-9%
COc1ccc2c(CNCCc3cccs3)c(C(=O)O)n(Cc3ccccc3)c2c1	20%	-2	-18%	1%	-23%	0%	2%[59 µM]	-6%	6%
CCOc1ccc(NC2CCCCC2NS(=O)(=O)c2ccccc2)cc1 (stereo not drawn)	?	9	-9%	-6%	45µM*	8%	?	56µM*	28%
CC(=O)CCc1c(C)[nH]c2ccc(NC(C)=O)cc2c1=O	26%	2	9%	·	-3%	7%	11%[59 µM]	-8%	15%
Cc1ccc(S(=O)(=O)N2CCCOC2CNC(=O)C(=O)NCCC2=CCCCC2)cc1 (stereo not drawn)	?	3	18%	-4%	-1%	?	-15%[59 µM]	-4%	5%
Cc1cccc(C)c1OCC(=O)NNC(=O)Nc1ccc(Cl)cc1	20%	6	28%	-2%	1%	0%[57.4 µM]	-4%[59 µM]	-8%	13%
CCOc1cc(C2c3c(oc4ccc(F)cc4c3=O)C(=O)N2Cc2ccco2)ccc1O (stereo not drawn)	26%	-2	-2%	-17%	-5%	-41%	-27%[59 µM]	-10%	-1%
CCOc1ccc(CNC(=O)c2cc(=O)[nH]c3ccc(S(=O)(=O)N4CCCCC4)cc23)cc1	-5%	3	9%	-16%	2%	-9%	2%[59 µM]	-11%	-12%
Cc1cccc(NC2(C(F)(F)F)N=C(c3ccccc3)NC2=O)n1 (stereo not drawn)	14%	1	21%	2%	-2%	-11%	25%	-5%	-4%
CSc1n[nH]c(NC2=CC(=O)CCC2)n1	33%	0	16%	-4%	-15%	-3%	1%	-10%	29%
CN(C)c1ccc(/C=C(\NC(=O)c2ccccc2)C(=O)NCc2ccncc2)cc1	-7%	3	13%	-5%	-22%	2%	28µM*	-31%	-15%
COc1ccc(-c2nsc3c(SCc4ccccc4)ncnc23)cc1	64%[activator]	0	5%	-2%	1%	2%	16%[59 µM]	20%	-4%
Cc1ccc(-c2nc3c(c(=O)c4ccccc4n3C)c(=O)n2Cc2ccco2)cc1	7%	0	-10%	-7%	-30%	18%	·	-32%	4%
O=c1[nH]cc(S(=O)(=O)N2CCCc3ccccc32)c(=O)[nH]1	19%	8	-4%	2%	12%	3%	-25%	-14%	2%
COc1cccc(C(=O)N/N=C2/SCC(=O)N2CCc2ccc(OC)c(OC)c2)c1	5%	-3	-9%	·	11%	-7%	20%[59 µM]	?	-1%
CN(C)S(=O)(=O)c1cccc(NC(=O)COC(=O)/C=C/c2ccc([N+](=O)[O-])cc2)c1	12%	1	-23%	7%	?	2%	?	-32%	0%
OC(COCc1cccs1)CN1CCN(c2cccc(C(F)(F)F)c2)CC1 (stereo not drawn)	9%	2	-19%	-4%	-9%	-21%	33%[59 µM]	-8%	5%
CCC(NC(=O)c1cc(COc2cncc(Cl)c2)on1)c1ccc(C)cc1 (stereo not drawn)	34%[57 µM]	6	-14%	8%	9%	?	·	12%	3%
CC(C)Oc1ccc(N2CC(C(=O)OCC(=O)NCc3ccccc3)CC2=O)cc1 (stereo not drawn)	20%	-3	16%	·	-1%[57.1 µM]	25%	5%	-1%	-2%
CCOC(=O)c1[nH]c(C)c(CN(CCc2ccccc2)S(C)(=O)=O)c1C	24%	-3	2%	16%	-15%	365%[activator]	-40%	-15%	5%
O=C(CCc1ccccc1)NC1CCS(=O)(=O)C1 (stereo not drawn)	19%	2	17%	-11%	-3%	2%	-23%	1%	-11%
COc1ccc(-c2cn(Cc3ccc(C(=O)c4ccccc4)cc3)nn2)cc1	33%	-6	17%	9%	-6%[57.1 µM]	7%	?	-17%	0%

A different layout for 2 compounds above.
Every second line gives: HP1b chromo inh, PI4K2A inh, RGS4 inh, ERG Ets-DNA blk, BAZ2B block, ALOX12 inh, G9a block, JMJD2A Tudor, GLS inh
CN(C)c1ccc(/C=C(\NC(=O)c2ccccc2)C(=O)NCc2ccncc2)cc1
  -7%, 3, 13%, -5%, -22%, 2%, 28µM*, -31%, -15%
COc1ccc(-c2nsc3c(SCc4ccccc4)ncnc23)cc1
  64%[activator], 0, 5%, -2%, 1%, 2%, 16%[59 µM], 20%, -4%
